High-throughput results as filed in PubChem.
M4 antag = antagonists of human muscarinic M4 receptor (CHRM4); CHO-hM4 cells, ACh EC80, Fluo-8 calcium fluorescence; inhibition, % at 3 µM; 0.73% of 360,000 active;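 active means inhibition above its plate's cutoff, the mean inhibition of sample wells plus 3 SD, cut at about 27% in these data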;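 further: 0% = acetylcholine EC80 with DMSO and 100% = DMSO without agonist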
Target sequence (P08173 whole entry, looked up): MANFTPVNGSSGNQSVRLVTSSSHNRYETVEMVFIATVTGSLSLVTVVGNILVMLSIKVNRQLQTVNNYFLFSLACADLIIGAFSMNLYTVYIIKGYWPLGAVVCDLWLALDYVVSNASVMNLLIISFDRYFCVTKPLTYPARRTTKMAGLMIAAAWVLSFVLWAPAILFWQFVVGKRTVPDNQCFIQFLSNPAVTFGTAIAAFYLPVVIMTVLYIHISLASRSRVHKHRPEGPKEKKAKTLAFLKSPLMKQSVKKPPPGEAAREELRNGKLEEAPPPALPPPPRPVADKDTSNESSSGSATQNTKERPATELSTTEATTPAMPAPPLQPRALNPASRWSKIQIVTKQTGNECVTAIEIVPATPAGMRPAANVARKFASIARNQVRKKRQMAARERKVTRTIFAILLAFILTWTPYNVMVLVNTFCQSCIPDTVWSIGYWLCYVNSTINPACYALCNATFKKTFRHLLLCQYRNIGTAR
CHRM4 agonist = agonists of human muscarinic M4 receptor (CHRM4); P08173; CHO-K1 hM4/Gqi5, Fluo-8 calcium fluorescence; vehicle 0%, full acetylcholine response 100%; activation, % at 3 µM; 0.14% of 360,000 active;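 active means activation above the run mean over all test wells plus 3 SD, cut at about 32% in these data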;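 further: peak over basal fluorescence ratio per well then scaled between controls; 0% = DMSO wells and 100% = acetylcholine at EC100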
M1 PAM parental = counter-screen for M1 PAMs: effect in parental CHO-K1 cells; activation, % at 3 µM; ATP EC20, Fluo-8 calcium fluorescence; 0% at ATP EC20, 100% at ATP max; 0.02% of 360,000 active;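 active means activation above the run cutoff, the mean activation of all test compounds plus 3 SD, cut at about 40% in these data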;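 further: peak over basal fluorescence ratio in a 140 s read after ATP addition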
CHRM4 PAM = CHRM4 positive allosteric modulation; AID 624126; activation, % at 3 µM; 0.4% of 360,000 active; CHO-K1 hM4/Gqi5, Fluo-8 calcium fluorescence, ACh EC20; 0% = ACh EC20, 100% = maximal ACh; P08173;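 active means activation above its plate's cutoff, the mean activation of sample wells plus 3 SD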; further: some results filed as inactive read as strong as hits
M5 PAM = potentiates acetylcholine response at human M5 receptor. 0.3% of 360,000 active. activation, % at 3 µM. P08912. CHO-K1 hM5, Fluo-8 calcium, ACh EC20 PAM; 0% = ACh EC20, 100% = ACh EC100. AID 624038;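 active means activation above the run cutoff, the mean activation of all test compounds plus 3 SD, cut at about 18% in these data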
Target sequence (P08912 whole entry, looked up): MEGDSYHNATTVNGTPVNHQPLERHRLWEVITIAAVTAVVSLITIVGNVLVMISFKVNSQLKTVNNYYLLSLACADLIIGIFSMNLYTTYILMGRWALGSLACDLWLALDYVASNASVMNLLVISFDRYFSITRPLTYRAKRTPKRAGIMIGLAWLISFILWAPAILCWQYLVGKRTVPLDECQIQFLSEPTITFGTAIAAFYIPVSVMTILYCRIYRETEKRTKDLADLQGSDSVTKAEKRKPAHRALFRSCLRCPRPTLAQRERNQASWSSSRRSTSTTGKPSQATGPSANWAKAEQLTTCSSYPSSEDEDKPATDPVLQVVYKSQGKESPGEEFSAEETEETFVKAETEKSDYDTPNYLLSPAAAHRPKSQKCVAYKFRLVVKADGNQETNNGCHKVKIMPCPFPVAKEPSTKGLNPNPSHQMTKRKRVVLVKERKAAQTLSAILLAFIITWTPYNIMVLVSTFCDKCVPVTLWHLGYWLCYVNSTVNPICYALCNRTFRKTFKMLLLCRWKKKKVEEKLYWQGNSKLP
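Probe or stimulus: acetylcholine, EC20 level; Assay system: human M5 receptor in CHO-K1 cells; Schedule: compound preincubation 140 s before EC20 acetylcholine addition; Technique: intracellular calcium via Fluo-8 fluorescence; Dosing: single-point, 3 µM nominal; Read-out basis: percent activation from peak-over-basal fluorescence ratio, scaled EC20-to-EC100 acetylcholine; Repeats: one well per compound, no replicates.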
CHO-K1 Ca ag = counter-screen for M1 agonists: effect in parental CHO-K1 cells; Fluo-8 calcium fluorescence; scaled to maximal ATP response, vehicle zero; activation, % at 3 µM; 0.48% of 360,000 active; AID 602248; in the data active means activation above about 15%;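 further: untransfected CHO-K1 host cells lacking M1 receptor as counterscreen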
CHO-K1 Ca antag = counter-screen for M1 antagonists: effect in parental CHO-K1 cells. ATP-induced calcium, Fluo-8 fluorescence. inhibition, % at 3 µM. 0.6% of 360,000 active;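 active means inhibition above a per-plate cutoff, the plate's mean sample inhibition plus 3 SD, cut at about 24% in these data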;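 further: 0% = DMSO plus EC80 ATP and 100% = DMSO alone without ATP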
CHRM5 agonist = CHRM5 agonism in calcium assay. CHO-K1 hM5 cells, Fluo-8 calcium fluorescence; 0% DMSO wells, 100% maximal acetylcholine response. activation, % at 3 µM. 0.19% of 360,000 active. AID 624037;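 active means activation above the run's mean over test compounds plus 3 SD, cut at about 23% in these data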;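 further: signal is peak over basal fluorescence ratio across the kinetic read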
CHRM5 antagonist = blocks acetylcholine activation of human M5 receptor; AID 624040; 0.59% of 360,000 active; P08912; CHO-hM5 cells, Fluo-8 calcium fluorescence, ACh EC80; inhibition, % at 3 µM;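 active means inhibition above a per-plate cutoff, the mean of that plate's test compounds plus 3 SD, cut at about 27% in these data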;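 further: 0% = acetylcholine EC80 with DMSO and 100% = DMSO without agonist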
* marks the source's active call; other numbers are inactive results.

SMILES	M4 antag	CHRM4 agonist	M1 PAM parental	CHRM4 PAM	M5 PAM	CHO-K1 Ca ag	CHO-K1 Ca antag	CHRM5 agonist	CHRM5 antagonist
COc1ccc(S(=O)(=O)N2CCOCC2)cc1NC(=O)c1ccc(=O)[nH]c1	0	1	-3	2	-2	0.9	54*	3	-6
Cc1cnc(C(=O)NCC(c2ccccc2)c2ccccc2)cn1	5	-1	-7	10	1	-0.2	-12	-12	2
Cn1sc(NC(=O)c2ccccc2)nc1=O	4	-1	4	0	2	2.3	-1	1	-1
Cc1ccnc(NS(=O)(=O)c2ccc(NC(=O)C(C)(C)C)cc2)n1	8	1	16	2	2	0.9	-8	-1	4
COC(=O)c1sccc1NC(=O)c1ccco1	-12	0	6	0	-2	0.3	3	-7	0
Cn1c(SCc2ccc(Br)cc2)nc2c(c1=O)SCC2	2	3	16	1	-5	4.6	-6	1	4
COc1cc(C(=S)N2CCOCC2)cc(OC)c1OC(=O)c1cccc(C)c1	-1	3	22	-2	-2	2.4	-15	-7	-5
CCc1ccc(S(=O)(=O)N/N=C\c2cn(CC(N)=O)c3ccccc23)cc1	2	1	-5	2	-11	0.1	-3	-3	22
Cc1ccccc1NC(=O)c1sc2nc3c(c(-c4ccco4)c2c1N)CCC3	2	3	17	1	-3	0.7	-3	-4	-6
O=C(c1c(F)cccc1Cl)N1CCN(S(=O)(=O)c2ccc3c(c2)OCCCO3)CC1	-5	7	-4	0	-27	3.5	-9	9	33*
CN(C)c1ccnc(C(=O)O)c1	-6	0	1	7	-1	-0.7	0	-2	8
CCCOc1ccc(/C=N/NC(=O)CSc2ccccn2)cc1OC	12	1	8	-10	-2	0.9	-7	1	7
COc1ccc(N(CC(=O)Nc2ccc(C)cc2)S(=O)(=O)c2c(C)noc2C)cc1	-2	1	8	0	8	0.4	-12	-6	3
Cc1ccc(-c2cc(C(F)F)nc(N3CCC(C)CC3)n2)cc1	0	0	6	17	2	0.3	-2	0	-2
O=C1/C(=C\c2ccc([N+](=O)[O-])cc2)CS(=O)(=O)C/C1=C/c1ccc([N+](=O)[O-])cc1	27*	2	14	5	-1	2.9	-3	11	19

Brought forward from above: 2 compounds, followed by the next part.
SMILES	M4 antag	CHRM4 agonist	M1 PAM parental	CHRM4 PAM	M5 PAM	CHO-K1 Ca ag	CHO-K1 Ca antag	CHRM5 agonist	CHRM5 antagonist
Cc1ccc(-c2cc(C(F)F)nc(N3CCC(C)CC3)n2)cc1	0	0	6	17	2	0.3	-2	0	-2
O=C1/C(=C\c2ccc([N+](=O)[O-])cc2)CS(=O)(=O)C/C1=C/c1ccc([N+](=O)[O-])cc1	27*	2	14	5	-1	2.9	-3	11	19
CCCC(=O)NC(c1ccco1)c1cc(Cl)c2cccnc2c1O (stereo unspecified)	2	0	-8	-1	-3	0.2	15	-3	4
CCn1c(C(=O)NC2CCC(C)CC2)cc2sccc21 (stereo unspecified)	-14	-1	4	9	12	-0.2	-17	-3	-4
O=C(O)c1n[nH]nc1-c1ccccc1	0	1	13	6	4	2.2	3	1	-4
O=c1[nH]c(-c2ccccc2Cl)nc2c1sc(=S)n2-c1ccccc1	2	1	19	6	-1	12	2	-2	1
COc1ccc(C(O)c2coc3ccc(O)c(CN(C)C)c23)cc1 (stereo unspecified)	6	2	-2	-7	5	0.8	1	-4	-6
O=C(NCc1ccco1)C1CCCN(S(=O)(=O)c2cc(Cl)ccc2Cl)C1 (stereo unspecified)	6	0	-12	1	6	0.2	7	-2	-12
Cc1ccc(S(=O)(=O)NCC2NCCc3ccccc32)cc1 (stereo unspecified)	0	0	23	-4	-1	0.2	-9	-2	9
C=CCn1cc(C(=O)NCCCOCC)c(=O)c2cc(S(=O)(=O)N(CC)CC)ccc21	-7	1	2	-2	-2	0.3	-2	-3	5
CC(Oc1ccccc1)C(=O)Nc1ccc(S(=O)(=O)Nc2nccs2)cc1 (stereo unspecified)	-1	2	19	4	5	0.7	-9	-1	7
CCOc1ccc(S(=O)(=O)N(CC(=O)NC2CCCCC2C)Cc2ccco2)cc1 (stereo unspecified)	-5	4	6	-3	-2	3.8	-17	-3	-10
COC(=O)CNC(=O)CCC(=O)N1CCN(C(c2ccccc2)c2ccccc2)CC1	7	1	24	-7	-13	1.2	-13	-24	16
COc1ccc(N2CC(NS(=O)(=O)c3cccs3)CC2=O)cc1OC (stereo unspecified)	4	3	15	10	-1	2.9	-9	2	4
COc1cccc(CN(C)CCCn2cnc(C(=O)Nc3ccc(C)c(C)c3)n2)c1	-6	1	11	-1	-4	1.1	-13	-1	2
COc1ccc(NC(=O)COC(=O)C2C3CC4OC(=O)C2C4C3)cc1 (stereo unspecified)	2	1	13	6	1	0.7	-10	-1	-4
CS(=O)(=O)c1ccc(NCCN2CCOCC2)c([N+](=O)[O-])c1	2	0	0	10	6	0.0	-5	0	-8
CCN(C(=O)c1ccc(NC(=O)c2ccco2)cc1)c1ccccc1	1	1	14	-5	-7	0.1	-1	-2	7
CC(C)N1CC(C(=O)Nc2ccc(Cl)c([N+](=O)[O-])c2)CC1=O (stereo unspecified)	16	1	3	-6	-2	0.9	-8	-3	1
O=C(O)CC(c1ccc(OC2CCCC2)cc1)N1C(=O)c2ccccc2C1=O (stereo unspecified)	2	0	4	-2	1	0.1	11	-2	9
COc1ccc(-c2c(C(F)(F)F)nn(C)c2NC(C)=O)cc1	7	0	7	-2	0	0.3	1	1	9
COc1ccc(-n2c(=O)c3ccccc3c3ccccc3c2=O)cc1	0	1	9	-4	-12	0.0	-7	3	15
O=C(N/N=C/C=C/c1ccc2c(c1)OCO2)c1ccc([N+](=O)[O-])cc1	-15	3	7	9	2	0.5	-15	-1	-7
COc1ccc(OCC(=O)NCCNC(=O)c2ccncc2)cc1	-16	2	15	9	-3	-0.8	1	-2	5
NC(=O)CCCSc1nc2ccccc2[nH]1	-20	1	26	11	1	0.4	-16	1	-3
S=C(NCC1CCCO1)N1CCN(Cc2ccccc2)CC1 (stereo unspecified)	-5	2	25	5	9	1.7	-15	1	0
CCCCN1C(=O)C(CC(=O)NC(c2ccccc2)c2ccccc2)CC(C(=O)N2CCOCC2)=C1C (stereo unspecified)	-17	2	18	4	-1	-0.3	-8	-1	1
COc1cc(OC)cc(C(=O)NCC(=O)OCC(=O)Nc2ccc3c(c2)OCO3)c1	-14	3	-4	20	3	1.3	-17	-3	4
Cc1cc2nc(-c3ccc(=O)[nH]c3)n(C)c2cc1C	-4	5	28	2	1	2.4	-19	-2	-2
O=S(=O)(Nc1cccnc1)c1ccc(C2CCCCC2)cc1	14	8	9	-11	-13	10	22	4	18
C/C(=N\O)c1ccc2c3ccccc3n(C)c2c1	3	-2	17	5	0	-0.3	-8	-5	-3
COC(=O)/C(=N/Nc1ccccc1Cl)Sc1nnc(C(O)c2ccccc2)n1-c1ccccc1 (stereo unspecified)	4	0	21	-2	7	0.1	-8	-1	-3
CCC(=O)Nc1nonc1-c1nc2ccccc2n1N(C(=O)CC)C(=O)CC	6	0	3	-4	-5	-0.1	0	-6	-7
CCN(NC(=O)C(O)(c1ccc(F)cc1)c1ccc(F)cc1)C(=O)c1ccccc1	3	1	30	0	-2	1.6	-3	-2	11
CCOC(=O)c1nc(NCc2ccccc2)c2ccccc2n1	2	2	-5	-6	-2	0.4	5	4	0
O=C1N2CN(C(c3ccccc3)c3ccccc3)CN=C2SC1(CO)CO	-3	1	0	7	3	0.1	-11	-1	0
Cc1ccc(CNC(=O)C2CCC(=O)N2C2CCCCC2)cc1 (stereo unspecified)	11	1	10	2	-2	-0.3	-6	0	3
CCn1c(COc2cc(C)ccc2C(C)C)nnc1SCC(=O)Nc1nccs1	-9	1	14	-1	-3	3.5	-4	3	5
COc1cccc(-c2cc(C(=O)Nc3ccccc3SC)no2)c1	2	0	-13	6	5	0.2	16	2	-2
CN(Cc1nc(-c2cccnc2)no1)S(=O)(=O)c1ccc2ccccc2c1	14	4	6	-10	-12	4.1	-7	3	7
O=C(Nc1ccc2c(c1)OCCO2)N1CCN(Cc2ccccc2)CC1	-11	2	-3	2	7	-0.1	-9	-4	-10
COC(=O)[C@H]1C[C@H](OC(=O)NCC2CCCCC2)[C@@]2(O)CN(S(=O)(=O)c3ccc(C)cc3)CC2[C@H]1C(=O)OC (stereo partly specified)	-18	1	11	3	3	0.4	2	-3	-19
COc1ccc(CNC(=O)c2cc(=O)c3cc(C)cc(C)c3o2)cc1	0	1	16	-5	8	1.5	-14	-3	1
CC(C)CNC(=S)N(CCCO)Cc1cc2cc3c(cc2[nH]c1=O)OCO3	-1	1	21	1	0	1.3	-8	-1	7
COc1ccc(NC(=O)c2ccc(COc3ccccc3Br)o2)cc1OC	-7	9	-5	-8	-16	0.4	16	-2	4
CC(C)(C)NC(=O)CSc1nnc(-c2ccccn2)n1Cc1ccccc1	5	1	21	12	9	1.2	-11	0	2
Cc1ccc(S(=O)(=O)N2CCC(C(=O)Nc3nnc(-c4ccco4)s3)CC2)cc1	-6	2	17	10	-4	0.5	-14	4	4

Sorted by the number under M5 PAM (ascending): some entries from above.
Compound | M5 PAM
CCC(=O)Nc1nonc1-c1nc2ccccc2n1N(C(=O)CC)C(=O)CC | -5
CCOC(=O)c1nc(NCc2ccccc2)c2ccccc2n1 | -2
COc1cccc(-c2cc(C(=O)Nc3ccccc3SC)no2)c1 | 5
COc1ccc(CNC(=O)c2cc(=O)c3cc(C)cc(C)c3o2)cc1 | 8
CC(C)(C)NC(=O)CSc1nnc(-c2ccccn2)n1Cc1ccccc1 | 9

(continued)
SMILES	M4 antag	CHRM4 agonist	M1 PAM parental	CHRM4 PAM	M5 PAM	CHO-K1 Ca ag	CHO-K1 Ca antag	CHRM5 agonist	CHRM5 antagonist
COC(=O)c1cc(S(=O)(=O)N2CCN(c3cccc(C)c3)C(C)C2)c[nH]1 (stereo unspecified)	0	4	-1	-5	-5	1.4	-3	-1	-4
O=C1CCCC2=C1C(c1ccco1)Nc1ccc3ccccc3c12 (stereo unspecified)	11	5	1	-3	-7	2.2	4	2	8
O=C(/C(=C/O)N=Nc1ccccc1Cl)c1ccccc1	7	-1	-1	3	2	4.2	12	-4	-9
CCOc1ccc(CNCCN2CCCC2)cc1	11	4	23	-7	2	2.3	-9	-14	7
O=C(N/N=C/c1sc(N2CCOCC2)nc1-c1ccccc1)c1cccc(S(=O)(=O)N2CCCC2)c1	10	15	-1	-4	-17	3.8	6	4	11
CC(NC(=S)Nc1ccc(Cl)cc1Cl)C(c1cccs1)N1CCCC1 (stereo unspecified)	3	1	7	-8	-8	0.0	-8	-3	1
O=C(NCCn1c(-c2ccncc2)nc2ccccc21)[C@H]1CCCN1c1nc(CN2CCCCC2)cs1	-15	1	7	2	-1	0.4	-3	-3	-1
Cc1ccc(SCC(=O)Nc2nccs2)cc1	4	0	19	-2	7	0.7	-5	2	-2
COc1ccccc1OCCSc1nc2ccccc2n1CCO	1	6	-13	9	3	1.4	5	2	-4
NS(=O)(=O)c1ccc(N/C=C\C(=O)c2ccc(F)cc2)cc1	-3	1	9	-1	3	1.3	2	-1	0
Cc1noc(C)c1CSc1ncnc2sc(C)c(C)c12	6	-3	2	0	-5	-0.2	-3	-8	4
O=C(CN1CCN(c2ccccn2)CC1)Nc1ccc(Cl)c(C(F)(F)F)c1	3	1	-5	-6	-3	-0.1	5	1	-1
COc1ccc(C)cc1NC(=O)C(OC(=O)CNC(=O)c1ccc(Oc2ccccc2)cc1)c1ccccc1 (stereo unspecified)	2	0	-6	-1	1	1.1	11	-1	-4
N=c1n(CCN2CCCCC2)c2ccccc2n1CC(=O)c1cccc([N+](=O)[O-])c1	-2	0	0	-1	4	11	9	-9	5
